CYP2C19 inh: blocks human cytochrome P450 2C19; P33261; 96,000 compounds, 21% hits; CYP2C19 Supersomes, luciferin-H EGE luminescence, 30 min; AID 778; inhibition, % at 5 µM;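 active means CYP2C19 inhibition above a set limit at 5 µM in the primary screen, cut at about 50% in these data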;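 further: plate controls were negative control wells for no effect and 2.5 mM tranylcypromine positive control for full effect; values of inactives mirror those of a sister screen read the other way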
PostGolgi yeast: growth inhibition of a yeast mutant, post-Golgi transport screen. 98,000 compounds, 0.9% hits. inhibition, % at 10 µM. post-Golgi transport phenotypic cell assay; in the data active means inhibition above about 30%;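 further: yeast cells grown in 1536-well plates; yeast grown about 18 h at 30C before absorbance read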
Pyk2 oligo antag: antagonists of human Pyk2 oligomerization | Q14289 | Q293 cells, Pyk2 FERM NanoBiT luminescence; active compounds read low | z-score (the deposit names both 25 µM and 10 µM) | 99,000 compounds, 0.83% hits;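 active means Z-score of -3 or lower, scaled per plate to the spread of control and sample wells; inactive means z-score above -3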;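 further: negative z-score means lost luminescence so less FERM oligomerization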
Target sequence (Q14289 whole entry, looked up): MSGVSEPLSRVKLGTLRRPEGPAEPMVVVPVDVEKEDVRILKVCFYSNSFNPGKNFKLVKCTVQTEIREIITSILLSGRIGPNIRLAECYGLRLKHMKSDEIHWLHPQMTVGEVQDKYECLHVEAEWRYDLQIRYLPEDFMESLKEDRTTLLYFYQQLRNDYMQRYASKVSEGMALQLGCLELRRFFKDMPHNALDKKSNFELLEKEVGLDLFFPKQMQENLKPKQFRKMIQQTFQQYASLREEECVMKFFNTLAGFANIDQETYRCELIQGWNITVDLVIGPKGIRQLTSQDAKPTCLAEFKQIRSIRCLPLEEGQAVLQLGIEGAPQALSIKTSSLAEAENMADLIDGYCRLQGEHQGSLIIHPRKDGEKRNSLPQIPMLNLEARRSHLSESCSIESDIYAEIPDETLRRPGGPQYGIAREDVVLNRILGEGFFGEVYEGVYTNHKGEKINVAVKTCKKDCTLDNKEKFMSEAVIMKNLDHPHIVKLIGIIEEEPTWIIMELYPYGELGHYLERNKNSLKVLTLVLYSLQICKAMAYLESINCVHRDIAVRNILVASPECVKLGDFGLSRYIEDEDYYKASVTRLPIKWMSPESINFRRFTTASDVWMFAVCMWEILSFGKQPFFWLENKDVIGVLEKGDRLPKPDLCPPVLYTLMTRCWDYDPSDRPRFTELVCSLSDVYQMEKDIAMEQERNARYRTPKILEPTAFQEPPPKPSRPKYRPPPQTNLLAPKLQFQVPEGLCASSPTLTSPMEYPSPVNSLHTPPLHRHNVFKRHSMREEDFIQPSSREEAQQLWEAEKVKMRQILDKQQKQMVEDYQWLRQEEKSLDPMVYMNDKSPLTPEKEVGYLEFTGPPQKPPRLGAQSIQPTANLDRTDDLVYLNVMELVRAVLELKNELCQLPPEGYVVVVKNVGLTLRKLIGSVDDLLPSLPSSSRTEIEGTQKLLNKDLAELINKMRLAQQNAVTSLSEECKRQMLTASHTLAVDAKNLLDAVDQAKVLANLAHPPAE
CYP2C9 activ: increases human cytochrome P450 2C9 activity. 96,000 compounds, 1.4% hits. recombinant CYP2C9, luciferin-H conversion, luminescence; active compounds read high; factor 1 = untreated enzyme, 0 = blocked. activation factor at 5 µM. AID 1024;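 active means activation factor of 2 or more for CYP2C9 at a 5 µM dose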;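 further: 0 = sulfaphenazole-blocked wells and 1 = vehicle-only wells; values of inactives mirror those of a sister screen read the other way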
EphB4 ephrin blk: EphB4-ephrin-B2 interaction antagonism; P54760; EphB4 LBD / TNYL-RAW-Alexa532 peptide, fluorescence polarization; inhibition, % at 7 µM; 97,000 compounds, 0.15% hits; AID 720;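 active means inhibition above the screen-wide mean inhibition plus 3 SD, cut at about 15% in these data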;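 further: 0% = DMSO wells and 100% = excess unlabeled TNYL-RAW peptide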
PLAP act: activators of human placental alkaline phosphatase. P05187. purified PLAP enzyme, luminescent substrate read-out; active compounds read high. activation fold at 20 µM. 96,000 compounds, 1.2% hits. AID 696; in the data active means activation fold above about 2
CYP2C19 activ: cytochrome P450 2C19 (human) activation; P33261; recombinant CYP2C19, luciferin-H EGE luminescence; active compounds read high; 0 = fully inhibited enzyme, 1 = untreated enzyme; activation factor at 5 µM; 96,000 tested, under 10 active; AID 1025;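 active means activation factor of at least 2 at 5 µM in the primary screen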;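 further: 0 = wells with 2.5 mM tranylcypromine and 1 = vehicle-only wells; values of inactives mirror those of a sister screen read the other way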
CYP2C9 inh: blocks human cytochrome P450 2C9; CYP2C9 Supersomes, luciferin-H conversion, luminescence; 96,000 compounds, 20% hits; inhibition, % at 5 µM; P11712;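 active means blocking of liver enzyme CYP2C9 beyond about 50% at 5 µM, limit read from the data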; further: values of inactives mirror those of a sister screen read the other way
Ecoli WT expand: E. coli BW25113 growth inhibition, expanded screen; AID 710; OD600 absorbance; growth inhibition, % at 100 µM; 98,000 compounds, 0.15% hits;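 active means growth inhibition above about 50% at one test dose, limit read from the data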;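 further: growth measured after 20 h incubation at 37 °C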
Active calls of the source: *; / = no result given.

Values run as follows: CYP2C19 activ	CYP2C9 inh	PLAP act	CYP2C9 activ	PostGolgi yeast	Ecoli WT expand	Pyk2 oligo antag	CYP2C19 inh	EphB4 ephrin blk
COc1ccc(-c2c(C)n([O-])c(C)c(-c3ccccc3)[n+]2=O)cc1OC
    1	5	1.1	0.9	4	5	0.82	4	-4
CCOC(=O)c1[nH]c(C)c(C(=O)Nc2ccc(Cl)cc2)c1C
    0.9	3	0.9	1	0	-4	/	14	2
FC(F)(F)c1cccc(Cn2nnnc2-c2ccc(Cl)cc2)c1
    0.1	61*	0.8	0.4	2	-4	-0.72	92*	2
COc1ccc(Nc2cc(C(=O)NCCCN3CCOCC3)c3ccccc3n2)cc1OC
    0.8	38	1.6	0.6	2	1	-1.2	24	-1
Cc1cc(NC(=O)c2noc3c2CCc2ccccc2-3)n(-c2ccccc2)n1
    1	4	1	1	-1	0	/	-1	/
O=C(COc1ccc(Cl)cc1Cl)NCCC1=CCCCC1
    0.9	14	0.9	0.9	-18	10	0.09	10	7
CCOc1ccccc1N1C(=O)CC(N(O)c2ccccc2)C1=O (stereo not drawn)
    0.1	-8	1.1	1.1	-13	5	/	93*	-7
COc1cc(Cl)c(S(=O)(=O)NCc2cccnc2)cc1Cl
    0.1	11	0.9	0.9	7	7	0.01	85*	0
Cc1cc(C)c(NC(=O)C2CC(=O)N(c3ccc4c(c3)OCCO4)C2)c(C)c1 (stereo not drawn)
    0.8	20	1	0.8	18	3	-0.92	16	-3
CCOC(=O)c1c(C)nc2sc3c(=O)n(-c4ccc(OC)cc4)cnc3c2c1-c1ccc(OC)cc1
    0.3	80*	1.2	0.2	-2	-12	0.14	74*	6
Cc1ccsc1-c1ccnc(-n2cccc2)n1
    1	8	1	0.9	14	1	0.22	5	4
CC(C)[C@H](NC(=O)OC(C)(C)C)C(=O)N/N=C/c1cccc2nccnc12
    1	23	1.9	0.8	-5	-4	-0.14	-5	5
Fc1ccc(CSc2nncn2NC/C=C/c2ccccc2)cc1
    0.3	25	0.8	0.8	8	7	0.87	69*	1
C1=CC2CC1CC2CN1CCN(Cc2ccccc2)CC1 (stereo not drawn)
    0.5	-8	1.3	1.1	0	-9	0.05	53*	-1
Cc1cc(=S)[nH]c2c(C)cccc12
    0.8	-67	0.6	1.7	7	12	1.5	18	3
CCOc1ccc(-n2c(Cc3cc(=O)[nH]c(=O)[nH]3)nnc2SCc2cccnc2)cc1
    1	-2	1.5	1	-6	-5	/	-1	-11
Cc1ccc(NC(=O)Cn2cnc3sc(C(=O)NCc4ccco4)c(C)c3c2=O)cc1Cl
    0.9	0	0.9	1	1	-9	-3.3*	9	-1
N#Cc1nc(-c2ccccc2F)oc1NCCc1ccccc1
    0.6	46	1	0.5	20	-3	0.06	36	12
O=c1c2ccccc2nc(SCc2nnc(-c3ccccc3)o2)n1-c1ccccc1
    0.6	95*	1.2	0	/	/	-2.7	35	/
C=CCN(CC=C)S(=O)(=O)c1ccc(NC(=S)NC(=O)Cc2ccc(OC)cc2)cc1
    0.6	72*	0.6	0.3	-10	-14	-0.57	43	4
CC(C)c1ccc(/C=C/C(=O)NNC(=O)c2cccnc2)cc1
    1	6	1.9	0.9	-1	-18	0.11	1	-4
O=C(Nc1ccccc1)N1CCn2c(nc3ccccc32)C1
    0.5	24	1	0.8	3	10	-0.26	46	6
CCN(C(=O)COC(=O)c1cc(C)n(-c2ccc(F)cc2)c1C)C1CCS(=O)(=O)C1 (stereo not drawn)
    0.8	12	1.7	0.9	-3	9	-0.28	15	4
CC12CN3CC(C)(CN(C1)C3c1cc(Br)ccc1O)C2=O (stereo not drawn)
    0.5	4	1	1	21	0	0.26	52*	2
CCCCn1nc(C(=O)O)ccc1=O
    0.9	9	1.1	0.9	2	1	0.92	8	-4
CC(NC(=O)c1cc(-c2cccs2)on1)c1ccccc1 (stereo not drawn)
    1.1	0	1.1	1	4	5	-0.36	-11	2
Cc1ccc(S(=O)(=O)N(C)c2ccccc2)cc1
    0.1	-65	0.7	1.6	-3	4	-0.48	94*	0
CC(=O)Nc1ccc2c(c1)nc1n2CCOC1
    1	8	1.2	0.9	5	3	-0.94	0	0
Cc1cc(C(=O)N2CCN(c3ccccn3)CC2)no1
    0.7	-4	0.9	1	5	4	1.4	26	/
COc1ccc(/C=N/Nc2nccnc2Cl)cc1
    0.2	37	0.8	0.6	-3	-4	0.83	77*	5
O=C(O/N=C1\CCCc2ccccc21)c1ccc(F)cc1
    1.1	-14	0.8	1.1	5	-15	0.58	-11	-8
CCn1cc(Br)c(C(=O)Nc2ccc(Cl)cc2Cl)n1
    0.3	46	0.9	0.5	-12	-2	2.8	74*	2
c1ccc(Cn2nnc3c(N4CCN(Cc5ccc6c(c5)OCO6)CC4)ncnc32)cc1
    0.2	85*	1.5	0.1	-5	-24	-2.8	84*	12
CCS(=O)(=O)Nc1cccc(-c2nc3cccnc3s2)c1C
    0.8	32	1.1	0.7	1	3	/	25	-1
COc1cccc(Nc2ncccc2C(=O)O)c1
    1.1	-6	1.1	1.1	0	-7	2.6	-9	-1
CSc1nsc(SC)c1NC(=O)OCCc1ccccn1
    0	35	1	0.6	-1	6	-0.05	95*	-6
CCOC(=O)N1CCN(C(=O)Cc2ccc(-n3c(=S)[nH]c4ccccc4c3=O)cc2)CC1
    0.8	12	1.1	0.9	-3	-4	0.71	18	6
CSc1ccccc1NC(=O)Nc1cccc(Cl)c1Cl
    0.9	20	0.7	0.8	-6	-14	-1.1	13	5
CCn1c(COc2cccc(C)c2)nnc1SCC(=O)CC(=O)Nc1ccccc1OC
    0.6	-213	1.6	3.1*	1	7	0.68	36	1
CCOC(=O)Cc1nnc(NC(=O)C(CC)Sc2nncn2C)s1 (stereo not drawn)
    1.1	-3	1.1	1	2	-2	/	-14	/
O=S(=O)(Nc1ccc(N2CCOCC2)nn1)c1ccccc1
    1	5	1.1	1	-1	5	-0.24	-3	/
CCCCSCc1[nH]c(=O)[nH]c1C(=O)CCCCC(=O)OCC
    0.7	28	1.6	0.7	-2	9	-0.08	28	-2
CN(c1ccc(C(=O)O)cc1)S(=O)(=O)c1ccc(Cl)cc1
    1.1	-8	1	1.1	-8	-5	0.24	-7	-2
Cc1[nH]c(=O)[nH]c(=O)c1CSc1nnc(CCCCCNC(=O)OC(C)(C)C)o1
    1	-5	1	1	-5	-6	0.8	2	2
Cc1nc(SCCC(=O)O)c2ccccc2n1
    1.1	-5	0.9	1	5	7	0.3	-11	/
COc1ccc(C(=O)Nc2ccc(S(=O)(=O)N3CCCC3)cc2)c(OC)c1
    1	32	0.8	0.7	10	-1	-0.1	-1	-6
Cc1cc2c(cc(C(=O)OC(C(=O)NCc3ccco3)C(C)C)n2C)o1 (stereo not drawn)
    0.3	47	1	0.5	15	2	0.04	66*	-13
O=C(Nc1sc2c(c1-c1nc3ccccc3[nH]1)CCCC2)C1CC1
    0.9	40	1.2	0.6	-4	-5	0.1	9	-3
CCCc1c(CC)c(=N)c2ccccc2n1C
    1.1	12	0.8	0.9	-3	0	-0.41	-8	-11
CCN1CCCC1CNC(=O)C1CCN(Cc2nc(-c3cccc(Br)c3)oc2C)CC1 (stereo not drawn)
    1.2	-11	1.7	1.1	0	8	0.1	-20	-6

The results go on:
Values run as follows: CYP2C19 activ	CYP2C9 inh	PLAP act	CYP2C9 activ	PostGolgi yeast	Ecoli WT expand	Pyk2 oligo antag	CYP2C19 inh	EphB4 ephrin blk
CCN1CCN(Cc2c(O)ccc3c(=O)c(-c4ccc(OC)c(OC)c4)c(C)oc23)CC1
    1	0	1.3	1	15	1	-0.22	4	-8
O=C(CSc1ccc(Cl)cc1)Nc1cccc(NC(=O)c2ccco2)c1
    0.6	77*	0.9	0.2	-3	3	0.01	39	7
Cc1cccc(CN2CCN(C(=O)c3ccccc3F)CC2)c1
    0	68*	1.5	0.3	-1	7	0.26	99*	-2
C(=N\N1CCN(C2c3ccccc3-c3ccccc32)CC1)/c1ccncc1
    0.7	36	1.2	0.6	-5	-5	-0.17	34	2
O=C(CSc1ccc(-c2ccc(F)cc2)nn1)N1CCCCC1
    0.8	7	0.9	0.9	6	10	-0.06	22	-2
CC(C)Cc1nc2sc3c(NCc4ccco4)ncnc3c2c2c1COC(C)(C)C2
    0.8	29	1.5	0.7	-2	-4	-1.9	19	-5
COC(=O)c1ccc(Cl)c(NC(=O)CN2CCOCC2)c1
    0.9	0	0.8	1	-4	-7	0.92	8	9
CC(=O)Nc1ccc(S(=O)(=O)c2c(N)n(CCN3CCOCC3)c3nc4ccccc4nc23)cc1
    1.1	23	1.7	0.8	-1	6	1.4	-7	/
CCOC(=O)c1cn(CC(=O)Nc2ccc(C)cc2)nn1
    1	2	1	1	-2	8	0.45	4	-5
O=C(Cc1cccs1)Nc1ccc(Cl)cc1
    0.1	64*	0.9	0.4	2	9	-0.72	94*	-1

For reference, some entries already given:
Values run as follows: CYP2C19 activ	CYP2C9 inh	PLAP act	CYP2C9 activ	PostGolgi yeast	Ecoli WT expand	Pyk2 oligo antag	CYP2C19 inh	EphB4 ephrin blk
CCOC(=O)c1cn(CC(=O)Nc2ccc(C)cc2)nn1
    1	2	1	1	-2	8	0.45	4	-5
O=C(Cc1cccs1)Nc1ccc(Cl)cc1
    0.1	64*	0.9	0.4	2	9	-0.72	94*	-1

Further structures follow.
Values run as follows: CYP2C19 activ	CYP2C9 inh	PLAP act	CYP2C9 activ	PostGolgi yeast	Ecoli WT expand	Pyk2 oligo antag	CYP2C19 inh	EphB4 ephrin blk
Cc1ccc(CNC(=O)/C=C/c2ccccc2Cl)cc1
    0.9	-39	0.7	1.4	-7	-11	-0.24	13	0
Cc1ccc(S(=O)(=O)NC(C)C(=O)Nc2ccccc2C(=O)N2CCCC2)cc1 (stereo not drawn)
    0.8	44	1.1	0.6	5	0	1.2	22	1
C=CCOc1ccc2cccc(/C=N/NC(=O)c3cc4cc([N+](=O)[O-])ccc4s3)c2c1
    0.9	43	1.1	0.6	-10	-20	0.27	9	-7
O=S(=O)(NCCc1cn2ccccc2n1)c1ccc2c(c1)OCCO2
    0.3	-18	1.8	1.2	2	7	/	70*	2
COc1ccc(N(C(C)=O)S(=O)(=O)c2cc(OC)ccc2OC)cc1
    0.7	50*	1	0.5	0	3	0.46	28	-2
CCC(C)(C)n1nnnc1C(c1ccccn1)N1CCOCC1 (stereo not drawn)
    1	-2	1.1	1	9	0	0.23	3	4
COCc1nnc(NC(=O)C(C)C)s1
    0.9	17	0.9	0.8	13	3	-1.1	10	-6
CCN(CC)c1ccc(-c2nn3c(-c4n[nH]c5c4CCC5)nnc3s2)cc1
    0.9	21	1.3	0.8	-3	-2	-2.9	12	-1
Cc1ccc(C)c(N2CCN(C(=O)c3ccc(CS(=O)(=O)c4ccccc4C)o3)CC2)c1
    0.7	69*	1.5	0.3	5	-16	-2.1	35	-1
Cc1ccc(OC(C)C(=O)N2CCCc3ccccc32)cc1 (stereo not drawn)
    0.5	44	0.8	0.6	3	7	-0.07	54*	-8
O=C(NCc1ccco1)c1cc(S(=O)(=O)N2CCCc3ccccc32)ccc1Cl
    0.2	40	1.3	0.6	-5	-10	0.1	81*	-4
O=C1NC2=C(C(=O)CCC2)C(c2ccc3ncccc3c2)N1 (stereo not drawn)
    1.1	-1	0.9	1	5	0	0.53	-8	6
CCC(NS(=O)(=O)c1ccc(OC)cc1)C(=O)NCCC1=CCCCC1 (stereo not drawn)
    0.7	34	0.8	0.7	-10	-3	-0.2	31	9
COC(CNC(=O)C1CC(=O)N(CCc2ccccc2)C1)OC (stereo not drawn)
    1.1	-2	1	1	-5	1	0.16	-7	-8
CC(C)Cc1nc(N2CCOCC2)c(C#N)c2c1COC(C)(C)C2
    0.1	68*	1.2	0.3	-1	2	-1.5	85*	-6
CCOc1ccc(NS(=O)(=O)c2ccc3[nH]cc(C(=O)NCCOC)c(=O)c3c2)cc1
    /	/	/	/	-3	-1	1.1	/	-5

Screens as filed in PubChem.
